Screens as filed in PubChem.
NR2E3 ag-1 – human photoreceptor-specific nuclear receptor agonism. AID 602229. CHO-S Gal4-NCOR/VP16-NR2E3 two-hybrid, luciferase. inhibition of corepressor binding, % at 3.98 µM. Q9Y5X4. 0.35% of 360,000 active;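 active = inhibition above the mean of all tested compounds plus 3 SD, cut at about 70% in these data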;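 note: 0% = DMSO with NR2E3 transfected cells and 100% = cells lacking NR2E3 construct; higher means lower luciferase signal from less NR2E3 corepressor binding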
Target sequence (Q9Y5X4 whole entry, looked up, the tested form may be a part): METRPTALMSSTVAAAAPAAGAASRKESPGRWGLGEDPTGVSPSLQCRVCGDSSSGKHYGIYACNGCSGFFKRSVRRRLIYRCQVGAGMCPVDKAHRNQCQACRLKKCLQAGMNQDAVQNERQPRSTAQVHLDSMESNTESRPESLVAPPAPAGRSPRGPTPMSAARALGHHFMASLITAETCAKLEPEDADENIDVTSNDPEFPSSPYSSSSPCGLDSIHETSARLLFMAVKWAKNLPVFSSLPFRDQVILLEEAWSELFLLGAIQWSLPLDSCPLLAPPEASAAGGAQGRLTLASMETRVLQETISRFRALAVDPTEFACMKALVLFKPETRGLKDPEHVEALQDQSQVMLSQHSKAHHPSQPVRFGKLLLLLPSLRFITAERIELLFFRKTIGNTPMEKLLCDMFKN
KKLEB cytotox – reduces viability of KKLEB cystic fibrosis airway cells; activity change (cytotoxicity), % at 5 µM; 0.36% of 360,000 active; AID 602141; KKLEB CF airway cells viability, ATPlite luminescence, overnight; hits give low values; cells stimulated with P. aeruginosa culture filtrate;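 active = corrected activity change at or below -50% at 5 µM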
HIF-2a block – inhibitors of HIF-2a; AID 624352; 786-0 RCC cells HIF-2a reporter, luciferase luminescence, overnight; inhibition, % at 18.8 µM; 0.72% of 360,000 active;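 active = inhibition of the luminescence signal of 40% or more relative to plate controls, in a single-dose primary screen at 18.75 µM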
TROY signal inh – inhibitors of TROY-dependent NF-kB signaling; Q293 LMP1-TROYcd NF-kB luciferase reporter, 4 h; inhibition, % at 10 µM; 0.98% of 360,000 active; AID 1347056;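 active = compounds whose plate-normalised and pattern-corrected inhibition of the luciferase reporter signal at the single screening dose is 50% or more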
CF NFkB inh – inhibitors of cystic fibrosis induced NF-kB; AID 588850; inhibition, % at 5 µM; 0.86% of 360,000 active; KKLEB NF-kB-GFP reporter, PAF-induced, GFP fluorescence overnight;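 active = at least 50% inhibition at 5 µM, scaled per plate between neutral and stimulator controls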;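 note: PAF is a Pseudomonas aeruginosa culture filtrate used as stimulus; plate controls were PAF-stimulated DMSO wells for no effect and unstimulated DMSO wells for full effect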
C8 TRAIL sens – sensitizes caspase-8 expressing cells to TRAIL; inhibition (viability loss, TRAIL sensitization), % at 10 µM; NB7+C8 cells + TRAIL, ATPlite viability luminescence; AID 624354; 1% of 360,000 active;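 active = compounds causing at least 50% loss of cell viability in the single-dose screen, relative to plate controls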
NR2E3 ag-2 – agonists of human nuclear receptor NR2E3; GST-NR2E3/biotin-RetCOR TR-FRET, 1536-well; inhibition of corepressor binding, % at 4.78 µM; 0.12% of 320,000 active; AID 2300;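 active = percent inhibition above the cutoff of mean plus 3 SD of all tested compounds, set per screening campaign, cut at about 20% in these data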;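 note: 0% = DMSO wells and 100% = biotin wells as full block of FRET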
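Assay system: NR2E3–RetCOR corepressor complex. Quantity: 1.35 nM GST-NR2E3. Buffer or medium: pH 7.5 Tris-based buffer. Reagent: biotinylated RetCOR corepressor at 7 nM final. Schedule: 5 h at 4 °C. Detection: TR-FRET, emission read at 617 and 671 nm. Replicates: one well per compound, singlicate testing.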
TWEAK Fn14 block – blocks TWEAK-Fn14 interaction in a reporter cell assay | 2% of 360,000 active | TWEAK-stimulated Fn14 reporter cells, luciferase luminescence, 8 h | inhibition, % at 10 µM; in the data active = inhibition above about 50%
Shn3 3UTR inh – Schnurri-3 reporter inhibition in Clone20 osteoblasts; Clone20 osteoblast Shn3 3'UTR firefly luciferase, 24 h; inhibition, % at 12.5 µM; 0.52% of 360,000 active;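 active = mean inhibition of at least 75% with every replicate also reaching 75%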;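 note: 0% = median of neutral control wells and 100% = pilot-screen positive control compound; some compounds past the cut are filed as inactive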
Peg3 prom inh – inhibitors of Peg3 promoter. HeLa PEG-Prom luciferase reporter, luminescence, overnight. inhibition, % at 20 µM. 1.7% of 360,000 active. AID 588405;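 active = inhibition of at least 50% at 20 µM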
MITF TRPM1 inh – reduces MITF-dependent TRPM1 promoter luciferase signal; SK-MEL-5 TRPM1 promoter luciferase, 24 h; inhibition, % at 12.5 µM; 0.83% of 330,000 active; AID 488899;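 active = mean inhibition across replicates of 60% or more, whatever share of single replicates reaches that level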; note: values of inactives mirror those of a sister screen read the other way
Numbers without * were called inactive; x = not tested or not shown. A portion of the library; rates above refer to the full screens.

(1) O=C(COC(=O)C(Cc1ccccc1)NC(=O)c1ccco1)NC1CC1 (stereo not given)
(2) CCOc1cnc(-c2ccccc2F)o1
(3) CCc1cccc(NS(=O)(=O)c2ccc3c(c2)NC(=O)CO3)c1
(4) CCOc1ccccc1NC(=O)c1cnccn1
(5) CCOC(=O)c1oc2ccc(Br)cc2c1COC(=O)C1=COCCO1

assay / entry	1	2	3	4	5
KKLEB cytotox	5	-3	0	0	-22
NR2E3 ag-2	3	2	-1	3	-1
C8 TRAIL sens	4	9	-18	-1	-14
Peg3 prom inh	15	-8	24	-5	-54
Shn3 3UTR inh	5	-5	26	5	-13
TROY signal inh	-10	-6	2	6	-17
TWEAK Fn14 block	10	-1	2	5	-11
NR2E3 ag-1	-9	-9	20	-15	-49
MITF TRPM1 inh	3	-45	1	-5	-12
CF NFkB inh	-12	-2	2	3	21
HIF-2a block	2	-8	17	5	-103

(6) O=C(Nc1cccc(Cl)c1)Nc1ccc2c(c1)C(=O)OC2
(7) O=C(Cc1nn[nH]n1)NCc1ccccc1Cl
(8) CC1CCC(C(=O)NC(C(=O)N2CCN(c3ccccn3)CC2)C(C)C)CC1 (stereo not given)
(9) O=C(COC(=O)COc1ccc2ccccc2c1)NC1CCCc2ccccc21 (stereo not given)
(10) COC(=O)N/N=C(\C)c1ccccc1Br

assay / entry	6	7	8	9	10
KKLEB cytotox	-12	-6	4	0	-7
NR2E3 ag-2	1	-3	0	2	0
C8 TRAIL sens	-11	6	-20	1	-6
Peg3 prom inh	-93	5	2	1	13
Shn3 3UTR inh	-50	-10	-6	19	-14
TROY signal inh	-12	-1	-8	-21	-15
TWEAK Fn14 block	-28	12	6	2	9
NR2E3 ag-1	-12	-25	-5	3	1
MITF TRPM1 inh	-9	-1	-1	2	0
CF NFkB inh	13	10	-15	16	-1
HIF-2a block	-99	9	0	14	13

(11) CC1NC(=O)NC1CCCCC(=O)O (stereo not given)
(12) COc1ccc(N2CC(C(=O)Nc3ccc(S(=O)(=O)N4CCOCC4)cc3)CC2=O)cc1 (stereo not given)
(13) CCCS(=O)(=O)c1nc(S(=O)(=O)c2ccc(C)cc2)c(N2CCC3(CC2)OCCO3)s1
(14) O=C(c1ccc(C(F)(F)F)cc1)C1CCCN(Cc2cccn2-c2ncccn2)C1 (stereo not given)
(15) Cc1noc(C)c1C(=O)OC(C)C(=O)NC(C)c1ccc(Cl)cc1Cl (stereo not given)

assay / entry	11	12	13	14	15
KKLEB cytotox	0	-2	-5	-1	5
NR2E3 ag-2	0	5	2	-2	x
C8 TRAIL sens	-1	22	1	4	-11
Peg3 prom inh	17	3	16	2	2
Shn3 3UTR inh	-1	-6	-4	-13	2
TROY signal inh	0	-24	-5	14	8
TWEAK Fn14 block	-16	-3	3	6	3
NR2E3 ag-1	-27	-3	-8	-8	-3
MITF TRPM1 inh	-4	-15	0	-6	-3
CF NFkB inh	-10	13	15	-8	4
HIF-2a block	6	2	20	17	19

(16) O=C(CCCOc1ccc(Cl)cc1Cl)N/N=C/c1ccc(Cl)cc1
(17) CCOc1[nH]n(-c2ccccc2)c(=O)c1C=NCC(=O)OC
(18) CC(NC(=O)CSc1n[nH]c(=O)n1C1CC1)C12CC3CC(CC(C3)C1)C2 (stereo not given)
(19) COc1ccc2nc(NNC(=O)COc3ccccc3)sc2c1
(20) CCCCCC(=O)NNC(=O)Nc1ccccc1

assay / entry	16	17	18	19	20
KKLEB cytotox	1	14	-8	-4	8
NR2E3 ag-2	-2	2	-1	1	-1
C8 TRAIL sens	9	-1	2	-1	-12
Peg3 prom inh	7	15	7	8	6
Shn3 3UTR inh	20	-3	8	-31	14
TROY signal inh	-49	-4	-3	3	-7
TWEAK Fn14 block	1	-4	-9	-4	2
NR2E3 ag-1	-8	-5	-3	-49	12
MITF TRPM1 inh	-11	6	1	3	10
CF NFkB inh	-1	-13	11	1	-7
HIF-2a block	-7	11	19	-6	13

(21) COc1ccc(Cc2nnc(Nc3c(C)cccc3C)o2)cc1OC
(22) COCCNC(=O)C(c1cccs1)N(C(=O)Cn1nnc2ccccc21)c1cccc(C)c1 (stereo not given)
(23) O=C(N/N=C/c1cccs1)c1cccc2cc[nH]c12
(24) O=S(=O)(NC1CC1)c1ccc(S(=O)(=O)N(Cc2ccccn2)C2CC2)cc1
(25) CCOc1cc(/C=N/N=C(/N)c2nonc2N)cc(Br)c1OCc1ccc(Cl)cc1

assay / entry	21	22	23	24	25
KKLEB cytotox	8	8	4	14	-12
NR2E3 ag-2	-5	-1	2	1	0
C8 TRAIL sens	-10	-5	-1	-12	57*
Peg3 prom inh	9	1	-162	13	4
Shn3 3UTR inh	-5	1	-36	2	56
TROY signal inh	-10	-6	-75	-1	1
TWEAK Fn14 block	-30	-3	-21	3	-15
NR2E3 ag-1	10	-25	-45	4	-65
MITF TRPM1 inh	6	-5	-77	5	-1
CF NFkB inh	3	0	8	-1	16
HIF-2a block	16	8	-246	13	5

(26) CCN(CC)C(=O)c1ccccc1NC(=O)CN1C(=O)c2ccccc2C1=O
(27) C=CCn1c(COc2cc(C)ccc2C(C)C)nnc1SCC(=O)c1c(N)n(C)c(=O)n(C)c1=O
(28) CSc1nc2ncnc(N)c2[nH]1
(29) O=C(O)C(Cc1cc(Cl)ccc1Cl)Sc1nc2ccccc2[nH]1 (stereo not given)
(30) O=C(Nc1ccc(F)cc1)c1cc(S(=O)(=O)N2CCOCC2)cs1

assay / entry	26	27	28	29	30
KKLEB cytotox	-14	-1	-10	7	-9
NR2E3 ag-2	0	-6	-1	2	2
C8 TRAIL sens	-14	14	28	-19	-5
Peg3 prom inh	6	-5	3	7	-3
Shn3 3UTR inh	0	38	-9	-9	44
TROY signal inh	9	9	0	2	11
TWEAK Fn14 block	-34	23	-2	-6	8
NR2E3 ag-1	-13	6	14	-2	3
MITF TRPM1 inh	-6	-12	3	7	18
CF NFkB inh	18	3	4	-26	16
HIF-2a block	13	14	13	19	18

(31) C[N+]1(CC(O)c2ccccc2)CCCCCC1 (stereo not given)
(32) CC(=O)c1cccc(OCc2cc(C(=O)N(C)Cc3cnccn3)no2)c1
(33) O=C(Nc1ccc2c(c1)OCCO2)C1CC(c2ccccc2Cl)=NO1 (stereo not given)
(34) CCOC(=O)C1CCN(Cc2nnc(-c3cccc(Br)c3)o2)CC1
(35) CCCn1c(C(Cc2ccccc2)NC(=O)COC)nc2ccccc21 (stereo not given)

assay / entry	31	32	33	34	35
KKLEB cytotox	2	-8	-7	-4	-6
NR2E3 ag-2	-3	3	-1	1	2
C8 TRAIL sens	-5	5	-6	3	-1
Peg3 prom inh	20	-214	-219	15	0
Shn3 3UTR inh	1	-85	-30	7	-8
TROY signal inh	-8	-22	-35	-10	-16
TWEAK Fn14 block	14	-12	-1	-5	14
NR2E3 ag-1	-27	-111	-49	-8	-6
MITF TRPM1 inh	-3	-94	-78	3	7
CF NFkB inh	-12	16	20	15	8
HIF-2a block	14	-243	-239	1	3

Whole records from above:
Profile of `O=C(Nc1ccc2c(c1)OCCO2)C1CC(c2ccccc2Cl)=NO1` (stereo not given) : KKLEB cytotox: -7; NR2E3 ag-2: -1; C8 TRAIL sens: -6; Peg3 prom inh: -219; Shn3 3UTR inh: -30; TROY signal inh: -35; TWEAK Fn14 block: -1; NR2E3 ag-1: -49; MITF TRPM1 inh: -78; CF NFkB inh: 20; HIF-2a block: -239
Profile of `CCOC(=O)C1CCN(Cc2nnc(-c3cccc(Br)c3)o2)CC1` : KKLEB cytotox: -4; NR2E3 ag-2: 1; C8 TRAIL sens: 3; Peg3 prom inh: 15; Shn3 3UTR inh: 7; TROY signal inh: -10; TWEAK Fn14 block: -5; NR2E3 ag-1: -8; MITF TRPM1 inh: 3; CF NFkB inh: 15; HIF-2a block: 1

Back to the main list, repeating the 4 entries before the break.
(32) CC(=O)c1cccc(OCc2cc(C(=O)N(C)Cc3cnccn3)no2)c1
(33) O=C(Nc1ccc2c(c1)OCCO2)C1CC(c2ccccc2Cl)=NO1 (stereo not given)
(34) CCOC(=O)C1CCN(Cc2nnc(-c3cccc(Br)c3)o2)CC1
(35) CCCn1c(C(Cc2ccccc2)NC(=O)COC)nc2ccccc21 (stereo not given)
(36) CC1=C(C(=O)OC(C)C)C(c2coc3ccccc3c2=O)C2=C(CCCC2=O)N1 (stereo not given)
(37) Brc1ccc(/C=N/Nc2ccc3ccccc3n2)cc1
(38) Cn1c(=O)c2c(-c3ccccc3)n(-c3cccc(Br)c3)cc2n(C)c1=O
(39) Cc1c(Cl)cccc1NC(=O)CCCn1nc([N+](=O)[O-])cc1C
(40) CCn1c(CNC(=O)c2cccs2)nnc1SCC(=O)Nc1cc(Cl)ccc1C
(41) CCOC(=O)C1CCN(S(=O)(=O)c2nc3nc(C)cc(C)n3n2)CC1

assay / entry	32	33	34	35	36	37	38	39	40	41
KKLEB cytotox	-8	-7	-4	-6	0	-9	1	8	2	-3
NR2E3 ag-2	3	-1	1	2	3	2	x	0	1	1
C8 TRAIL sens	5	-6	3	-1	-1	7	6	10	9	-17
Peg3 prom inh	-214	-219	15	0	18	-264	-1	-4	-23	1
Shn3 3UTR inh	-85	-30	7	-8	-4	-5	1	-12	6	-11
TROY signal inh	-22	-35	-10	-16	1	-59	43	-5	6	-10
TWEAK Fn14 block	-12	-1	-5	14	3	-15	3	-4	2	2
NR2E3 ag-1	-111	-49	-8	-6	-10	-151	6	11	-12	0
MITF TRPM1 inh	-94	-78	3	7	13	-31	x	17	0	-2
CF NFkB inh	16	20	15	8	2	-26	-24	-14	6	-1
HIF-2a block	-243	-239	1	3	4	-386	3	9	0	13
